KAT2A inh: qHTS Assay for Inhibitors of GCN5L2; Histone acetyltransferase KAT2A (Homo sapiens), Q92830; GCN5L2 HAT assay, ThioGlo1 CoA-SH fluorescence; Potency, µM (highest dose often 58.9 µM), for the others: at the top dose activity change, negative = inhibition, actives largely listed as inhibitors; 0.21% of 390,000 active
Target sequence (Q92830 whole entry, looked up): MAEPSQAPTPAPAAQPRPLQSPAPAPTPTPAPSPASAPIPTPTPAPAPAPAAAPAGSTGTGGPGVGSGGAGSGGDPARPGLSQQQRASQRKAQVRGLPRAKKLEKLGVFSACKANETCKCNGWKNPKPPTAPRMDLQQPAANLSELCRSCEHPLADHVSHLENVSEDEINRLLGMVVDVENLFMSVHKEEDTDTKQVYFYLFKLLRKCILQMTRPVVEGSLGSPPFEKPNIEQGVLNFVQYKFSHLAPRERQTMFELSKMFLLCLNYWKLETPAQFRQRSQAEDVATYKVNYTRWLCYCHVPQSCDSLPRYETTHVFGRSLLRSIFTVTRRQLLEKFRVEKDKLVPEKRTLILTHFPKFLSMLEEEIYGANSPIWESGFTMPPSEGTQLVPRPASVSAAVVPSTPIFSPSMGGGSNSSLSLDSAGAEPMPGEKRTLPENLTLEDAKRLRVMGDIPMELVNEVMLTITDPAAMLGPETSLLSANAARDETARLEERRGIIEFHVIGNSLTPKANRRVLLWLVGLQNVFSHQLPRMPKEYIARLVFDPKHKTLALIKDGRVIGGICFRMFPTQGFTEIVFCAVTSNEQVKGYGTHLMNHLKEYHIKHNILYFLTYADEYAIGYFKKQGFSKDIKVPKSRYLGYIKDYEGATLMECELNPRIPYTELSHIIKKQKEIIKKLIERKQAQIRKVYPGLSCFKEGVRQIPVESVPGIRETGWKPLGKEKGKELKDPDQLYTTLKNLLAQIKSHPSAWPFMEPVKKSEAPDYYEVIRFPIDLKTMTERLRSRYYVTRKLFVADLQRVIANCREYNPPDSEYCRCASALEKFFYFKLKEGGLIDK
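qHTS, 1536-well. 20nM enzyme, pH 7.5 HEPES/EDTA/Tween-20 buffer; 15 min compound preinc., RT. Start: 75uM H3(1-25), 70uM AcCoA, 50uM ThioGlo1. Read Ex340/Em540 at t=0 (autofluorescence flag) and t=20 min.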
DT40 TDP1 CPT: qHTS for Inhibitors of human tyrosyl-DNA phosphodiesterase 1 (TDP1): qHTS in cells in presence of CPT; chicken DT40 Tdp1-/-;hTDP1 cells + 20 nM CPT, ATP luminescence, 48 h; Potency, µM (series often up to 46.2 µM), for inactives: top-dose activity change, negative = growth inhibition, usual class: inhibitors; 12% of 420,000 active; AID 686979, 2013; further: nearly all actives have a fitted effect of over 55% in size
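Chicken DT40 Tdp1-/- cells complemented with human TDP1, 400 cells/well, exposed to compounds plus 20 nM camptothecin for at least 48 h at 37 C; viability read as ATP content by CellTiter-Glo luminescence.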
TDP1 cell noCPT: qHTS for Inhibitors of human tyrosyl-DNA phosphodiesterase 1 (TDP1): qHTS in cells in absence of CPT; Potency, µM (top dose mostly 46.2 µM), without a hit: at the top dose activity change, negative = growth inhibition, hits mostly inhibitors; 15% of 420,000 active; AID 686978, 2013; DT40 Tdp1-/- hTDP1 cells, no CPT, ATP luminescence, 48 h; further: nearly all actives have a fitted effect of over 55% in size
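Growth of hTDP1-complemented DT40 Tdp1-knockout cells is measured by ATP luminescence after at least 48 hr compound exposure at 37 °C, with DMSO substituting for the 20 nM CPT used in the parallel screen.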
* hit, by the source's call; ? = inconclusive; nt = no result given; & = joins results of further samples; [ ] = another dose, or the depositor's remark. The call rests on the fitted dose curve; in most records, active means well fitted curve in the direction sought with a large enough effect; inconclusive means small, poorly fitted or top-dose-only effect, or another doubt; inactive means no such curve, though single readings can be large; an effect the other way counts as inactive or inconclusive. On the % scale 0 is the no-effect control and ±100 the full control effect; potency means the concentration at half of the fitted maximal effect.

No.	canonical_smiles	KAT2A inh	DT40 TDP1 CPT	TDP1 cell noCPT
1	Cc1cccc2cc(CN(CCN3CCOCC3)C(=O)NCc3ccccc3)c(=O)[nH]c12	2%	0%	-14%
2	COc1cccc(NC(=O)C(Cc2ccccc2)NS(=O)(=O)c2ccc3c(c2)c(=O)n(C)c(=O)n3C)c1 (configuration not stated)	0%	-20%	?
3	Cc1ccccc1NC(=O)Nc1cc(-c2ccccc2)nn1C	-4%	-5%	-28%
4	COC(=O)c1ccccc1C(=O)N1CCc2c(cnc(C)c2CNC(=O)c2ccccc2F)C1	nt	-5%[9.04 µM]	-6%
5	Cc1ccc(C(C)(C)C)cc1S(=O)(=O)N1CCC(C(=O)N2CCN(c3ccc(O)cc3)CC2)CC1	-5%	?	?
6	CC(C)=C1SC(N2CCN(c3ccc(Cl)cc3)CC2)=NC1=O	-6%	?	?
7	CN(C)c1ccc(C(=S)N2CCCCCC2)cc1	-4%	?	16µM*
8	Cc1cc(O)c(C(C)C)cc1NC(=O)Cn1nc(C)c2ccccc2c1=O	-4%	-18%	?
9	N#Cc1cccc(S(=O)(=O)NCC(=O)OCC(=O)c2ccc[nH]2)c1	-12%	-15%	-6%
10	CCOC(=O)c1cccc(NC(=O)CCn2c(-c3ccc(F)cc3)cc(C(=O)OCC)c2C)c1	-4%	21µM*	13µM*
11	Cc1cc(C)n(CCNCc2c(C(=O)N3C[C@@H](C)O[C@@H](C)C3)nc3ccc(Cl)cn23)n1	-19%	8%	-1%
12	O=C(NCc1cccc(Cl)c1)C1CCC(=O)N(CCCN2CCOCC2)C1 (configuration not stated)	-9%	7%	25%
13	Cc1ccc(S(=O)(=O)N2CCC(C(=O)OC(C)C(=O)N3CCOCC3)CC2)cc1 (configuration not stated)	-6%	8%	8%
14	COc1ccc(NC(=O)C(c2ccnc3ccccc23)n2c(=O)c(-c3ccco3)nc3ccccc32)cc1 (configuration not stated)	nt	?	?
15	Cc1cccc(NC(=O)c2cc3c(=O)n(Cc4ccco4)ccc3nc2C)c1	2%	?	?
16	CCOc1ccccc1NC(=O)NC1CCCc2ccccc21 (configuration not stated)	0%	-19%	-5%
17	COc1ccc(CNc2ncncc2-c2c(C)noc2C)c(OC)c1	-10%	3%	5%
18	CCc1ccc(CNC(=O)c2cc3c(=O)oc4ccc(C)cc4c3s2)cc1	-1%	?	?
19	CCN1C(=O)N[C@@H](c2cccc(C(F)(F)F)c2)C(C(C)=O)=C1C	nt	-4%	5%
20	S=C(NCCN1CCCCC1)Nc1ccccc1	-6%	-6%	-21%
21	Cc1occc1-c1nnc(SCC(=O)NC(C)(C)C)n1C(C)c1ccccc1 (configuration not stated)	2%	?	?
22	CN(C1CCCCC1)S(=O)(=O)c1cc2c3c(c1)CCN3C(=O)CC2	0%	-18%	-23%
23	CCc1cccc(NC(=O)Cn2c3[n+](c4ccc(C(F)(F)F)cc42)CCCCC3)c1	-9%	?	16µM*
24	CCOC(=O)N1CCN(CC(O)COCc2ccc(Cl)cc2)CC1 (configuration not stated)	-6%	-20%	?
25	C/C(=C/c1ccccc1)C(=O)N1CCN(c2ccccc2F)CC1	0%	-10%	-10%
26	Cc1[nH]c2ccc(C(=O)NCCN3CCOCC3)cc2c1C	3%	-3%	-4%
27	COc1ccc(CC(NC(C)=O)C(=O)NC2CCN(C(=O)c3ccncc3)CC2)cc1OC (configuration not stated)	-1%	8%	16%
28	COc1ccc(C(=O)c2c(-c3ccc(OC)cc3)oc3ccccc23)cc1	-16%	?	?
29	Cc1cccc(C)c1NC(=O)CSc1nc(-c2ccccc2)nc2c1Cc1c(CO)cnc(C)c1O2	1%	-5%	-4%
30	S=C(Nc1ccc2nccnc2c1)N1CCCC1	-8%	10%	-2%

By substructure: the compounds so far with sulfur.
No.	canonical_smiles	KAT2A inh	DT40 TDP1 CPT	TDP1 cell noCPT
2	COc1cccc(NC(=O)C(Cc2ccccc2)NS(=O)(=O)c2ccc3c(c2)c(=O)n(C)c(=O)n3C)c1 (configuration not stated)	0%	-20%	?
5	Cc1ccc(C(C)(C)C)cc1S(=O)(=O)N1CCC(C(=O)N2CCN(c3ccc(O)cc3)CC2)CC1	-5%	?	?
6	CC(C)=C1SC(N2CCN(c3ccc(Cl)cc3)CC2)=NC1=O	-6%	?	?
7	CN(C)c1ccc(C(=S)N2CCCCCC2)cc1	-4%	?	16µM*
9	N#Cc1cccc(S(=O)(=O)NCC(=O)OCC(=O)c2ccc[nH]2)c1	-12%	-15%	-6%
13	Cc1ccc(S(=O)(=O)N2CCC(C(=O)OC(C)C(=O)N3CCOCC3)CC2)cc1 (configuration not stated)	-6%	8%	8%
18	CCc1ccc(CNC(=O)c2cc3c(=O)oc4ccc(C)cc4c3s2)cc1	-1%	?	?
20	S=C(NCCN1CCCCC1)Nc1ccccc1	-6%	-6%	-21%
21	Cc1occc1-c1nnc(SCC(=O)NC(C)(C)C)n1C(C)c1ccccc1 (configuration not stated)	2%	?	?
22	CN(C1CCCCC1)S(=O)(=O)c1cc2c3c(c1)CCN3C(=O)CC2	0%	-18%	-23%
29	Cc1cccc(C)c1NC(=O)CSc1nc(-c2ccccc2)nc2c1Cc1c(CO)cnc(C)c1O2	1%	-5%	-4%
30	S=C(Nc1ccc2nccnc2c1)N1CCCC1	-8%	10%	-2%

(further entries)
No.	canonical_smiles	KAT2A inh	DT40 TDP1 CPT	TDP1 cell noCPT
31	O=C(CSc1nnc(-c2c[nH]c3ccccc23)o1)NCC1CCCO1 (configuration not stated)	-2%	-4%	-4%
32	O=C(NCc1ccccn1)Nc1ccc(F)cc1F	-2%	-12%	-1%
33	Cc1ccc2nc(-c3c[nH]c4ccccc34)c(Nc3ccccc3C)n2c1	-8%	16µM*	3.3µM*
34	COc1cc(Nc2ncnc3onc(-c4ccc(Cl)cc4)c23)cc(OC)c1	25%	?	21µM*
35	CCn1cc(C(=O)NCc2ccccc2Cl)c(=O)c2cc(S(=O)(=O)N3CCCCCC3)ccc21	-7%	?	21µM*
36	COc1ccc(NC(=O)COCC(=O)Nc2ccc(C)cc2)cc1	-6%	11%	-29%
37	COc1ccc(CN2CCC3(CCC(CNC(=O)c4ccco4)O3)CC2)cc1OC (configuration not stated)	nt	-2%[9.04 µM]	-20%
38	C=CCn1c(SCC(=O)NCC(=O)OCC)nnc1-c1ccccn1	-3%	3%	-6%
39	N#Cc1cnn2cc(-c3ncc(C(F)(F)F)cc3Cl)cnc12	-10%	?	-13%
40	CN(C)C(=O)Oc1cccc([N+](C)(C)C)c1	-2%	10%&1%&11%&-14%	3%&-15%&15%&2%
41	CCOC(=O)c1c(NC(=O)C(F)(OC)C(F)(F)F)sc2c1CCN(C)C2 (configuration not stated)	-1%	-23%	-27%
42	O=C1c2ccccc2C(=O)C1(c1ccccc1)N1CCN(c2cccc(C(F)(F)F)c2)CC1	-17%	?	?
43	CCc1ccccc1NS(=O)(=O)Cc1ccccc1	-12%	22%	17%
44	CC1CCN(C(=O)COC(=O)/C=C/c2ccc(Br)o2)CC1	?	-13%	9%
45	CCc1ccc(NC(=O)c2ccc3c(c2)C(=O)N(Cc2ccco2)C3=O)cc1	4%	-14%	-14%
46	O=C(COc1ccc(Cl)cc1)N1CCN(c2ncccn2)CC1	0%	20%	0%
47	O=C(CCc1nnc2ccc(NCc3ccc(Cl)cc3)nn12)NC1CCCCC1	-2%	?	?
48	CCSc1nc(=O)n(-c2ccccc2)c(C)c1C(C)=O	-9%	-3%	0%
49	Cc1ccc2nc(-c3ccc(F)cc3)c(NC(C)(C)CC(C)(C)C)n2c1	-10%	16µM*	8.2µM*
50	CN1CCc2cc3c(cc2C(=O)Cc2ccc4c(c2C1)OCO4)OCO3	nt	12%	-24%
51	CC1=CC(C)C2C(=O)N(CCC[N+](C)(C)C)C(=O)C2C1 (configuration not stated)	-5%	-10%	-18%
52	Cc1c(C(=O)NCCc2ccccc2)oc2ccc(S(=O)(=O)N3CCC4(CC3)OCCO4)cc12	-9%	?	?
53	Cc1ccccc1NC(=O)Cc1nc(COC(=O)C(C)(C)Oc2ccc(Cl)cc2)cs1	nt	?	?
54	N#C/C(C(=O)NCc1ccccc1)=C1/SC(Cc2ccc(Cl)cc2)C(=O)N1c1ccccc1 (configuration not stated)	-7%	-11%	3%
55	O=C(NC1CCN(Cc2ccccc2)CC1)c1cccc(NS(=O)(=O)c2ccc(Br)cc2)c1	nt	18µM*	?
56	COc1ccc(OC)c(NC(=O)Cn2c(=O)n(CC3CCCO3)c(=O)c3cc(OC)c(OC)cc32)c1 (configuration not stated)	-3%&-7%	-16%&-18%	-21%&-19%
57	O=C(CSc1nc2[nH]ncc2c(=O)[nH]1)Nc1ccc(Cl)c(Cl)c1	-3%	4%	5%
58	COCC(C)OC(=O)/C(C#N)=C\c1coc2ccc(C)cc2c1=O (configuration not stated)	-3%	?	?
59	Cc1cc(=O)[nH]c(N/N=C/c2ccc(-c3ccc(F)cc3)o2)n1	-18%	9.2µM*	13µM*
60	CCN(C(=O)Cn1nc(C)n2c(cc3cc(C)ccc32)c1=O)c1ccccc1	-9%	?	?
61	COc1cc2c(C#CCCO)c(-c3ccsc3)oc(=O)c2cc1OC	-9%	?	8.2µM*
62	COc1ccccc1CNC(=O)COC(=O)c1ccc(Cl)nc1	-4%	3%	-1%
63	CCOc1ccc(N=Cc2ccccc2O)cc1	nt	-19%	-31%
64	COc1ccc(CNC(=O)c2c(F)c(F)c(F)c(F)c2F)cc1	2%	-1%	7%
65	CCCCN(C)S(=O)(=O)c1ccc(C(=O)Nc2sc3c(c2C(N)=O)CC(C)(C)NC3(C)C)cc1	3%	?	?
66	CCc1ccc(CNC(=O)C2CCCN(c3nnc(C)c4c(C)n(-c5ccc(OC)cc5)nc34)C2)cc1 (configuration not stated)	-9%	4.6µM*	3.3µM*
67	CS(=O)(=O)c1ccc(-c2nnc(NC(=O)c3ccc4c(c3)OCCO4)o2)cc1	-18%	-18%	-20%
68	Cc1cc(Cl)ccc1C(=O)C1CCCN(C(=O)CCn2cnnn2)C1 (configuration not stated)	-5%	-7%	-29%
69	Cc1ccccc1NC(=O)Cc1nc(CSc2nnc(-c3ccc4c(c3)OCO4)o2)cs1	2%	-25%	?
70	Cc1ccccc1Nc1nn2c(=O)c3ccccc3nc2s1	?	?	?

Taken from above:
DT40 TDP1 CPT, #67 reads -18%
TDP1 cell noCPT, #61 reads 8.2µM*
DT40 TDP1 CPT, #64 reads -1%

(more compounds)
No.	canonical_smiles	KAT2A inh	DT40 TDP1 CPT	TDP1 cell noCPT
71	O=c1[nH]c2c(-c3nc(-c4ccc(Cl)cc4)cs3)c(O)cn2c2ccccc12	nt	4µM*	2.8µM*
72	CN(C)C(=O)c1nc2ccc(Cl)cn2c1CN1CCN(c2ncccn2)CC1	?	-8%	-20%
73	O=C(NNC(=O)c1ccc(Cl)cc1Cl)c1ccncc1	26%	1%	0%
74	COC(=O)C1=CN(Cc2cccs2)C=C(C(=O)OC)C1c1cccc(OC)c1OC	-1%	2%	-4%
75	OCCCn1c(C2CCCN2c2nc(-c3ccc(F)cc3)cs2)nc2cc(Cl)c(Cl)cc21 (configuration not stated)	nt	?	16µM*
76	O=C(O)c1ccc(OCc2occc2C(=O)O)cc1	nt	-15%	-6%
77	CC(OC(=O)Cn1cnc2c1c(=O)n(C)c(=O)n2C)C(=O)c1ccccc1 (configuration not stated)	-3%	-1%	-20%
78	CC(=O)N1Cc2ccccc2CC1C(=O)O (configuration not stated)	2%	?	?
79	O=C(NCc1ccccn1)Nc1cccc(Cl)c1Cl	?	0%	14%
80	O=C(OCC(=O)N1CCCC1)c1cc(=O)c2ccccc2o1	-1%	-3%	-6%
81	COc1cccc(C(=O)NC2CC3CCCC(C2)N3S(=O)(=O)c2ccccc2)c1 (configuration not stated)	-15%	13µM*	12µM*
82	CCN(CC)S(=O)(=O)c1ccc(Cl)c(NC(=O)COc2ccccc2[N+](=O)[O-])c1	1%	?	23µM*
83	Cc1cc(C)n(C(=O)CCCCCCCC(=O)n2nc(C)cc2C)n1	-3%	-4%	-10%
84	Cc1ccc(-c2csc(N3CCN(S(=O)(=O)c4ccc5c(c4)NC(=O)CO5)CC3)n2)cc1	-14%	?	-24%
85	CCCc1cc(=O)[nH]c(SCC(=O)N2N=C(c3ccc(Cl)cc3)CC2c2ccco2)n1 (configuration not stated)	-11%	?	?
86	CC(=O)C(Sc1nnnn1-c1ccc(O)cc1)c1ccccc1 (configuration not stated)	-17%	-24%	0%
87	CC(=O)NCCc1nc2cc(NC(=O)Nc3ccccc3)ccc2n1C	-26%	11%	20%

Source: PubChem
